Screening data: PubChem, NCI
All columns: NCI-60 one-dose screen, growth in % after 48 h at 10 µM unless noted; 100 = growth as untreated, 0 = no growth, -100 = all killed.
U251 = U251 CNS tumor cells; 80,000 tested, 5.4% active
OVCAR-3 = OVCAR-3 ovarian cancer. AID 1794787. 79,000 tested, 7% active
SF-295 = SF-295 CNS cancer cells; 79,000 tested, 5.6% active
SNB-19 = SNB-19 CNS cancer cells; 81,000 tested, 2.5% active
SF-539 = SF-539 CNS cancer; 81,000 tested, 6.8% active
OVCAR-8 = OVCAR-8 ovarian cancer; 81,000 tested, 4.4% active
SF-268 = SF-268 CNS cancer cells. 82,000 tested, 3.1% active
DU-145 = DU-145 prostate cancer; 81,000 tested, 4.2% active; AID 1794760
PC-3 = PC-3 prostate cancer cells | 80,000 tested, 3.9% active
Starred values were filed as active, the others as inactive; · = no result given. Rule for the calls: active = growth percent below 10; inactive = the rest.

(1) CCCCCN1CCN(C(CC(=O)c2ccccc2)C(=O)c2ccccc2)CC1 (configuration not stated)
(2) CCCCC/C=N/Nc1ccc([N+](=O)[O-])cc1[N+](=O)[O-]
(3) COc1ccc2c(c1)CC[C@@H]1[C@@H]2CC[C@]2(C)c3c(cc(C#N)c4c3sc3ccccc34)C[C@@H]12
(4) O=C(Nc1ccc(Cl)cn1)C1(c2ccccc2)CCCCC1
(5) O=C1/C(=C/c2ccc(F)cc2)COc2ccc(O)c(O)c21
(6) CCN(CC)CCNc1nc(NN2C(=O)c3cccc4cccc(c34)C2=O)nc(N2CCOCC2)n1
(7) CNC(=O)c1cc(Oc2ccc3nc(NC(=O)c4ccc(N5CCOCC5)c(C(F)(F)F)c4)sc3c2)ccn1
(8) O=C(/C=C/c1ccccc1[N+](=O)[O-])c1cc2ccccc2oc1=O

Compound	1	2	3	4	5	6	7	8
U251	93	85	104	97	1.7*	·	66	98
OVCAR-3	55	97	108	118	-2.6*	110	·	114
SF-295	105	101	103	110	75	101	26	100
SNB-19	·	104	104	106	33	102	87	99
SF-539	110	107	105	97	-62*	106	68	100
OVCAR-8	101	100	101	113	6.2*	102	56	102
SF-268	91	91	100	108	13	96	93	99
DU-145	69	96	121	86	19	108	98	109
PC-3	93	77	86	104	-0.7*	99	59	111

(9) Clc1ccc2c(c1)C=C1CCCCC3=Cc4cc(Cl)ccc4OC13O2
(10) CCOC(=O)NC(=O)/C(C#N)=C\Nc1ccccc1
(11) COc1ccc(-n2c(-c3csc(NC(C)=O)n3)n[nH]c2=S)c(OC)c1
(12) CCOC(=O)C1=C(C)C(Cl)=N/C1=C\c1[nH]c(Cl)c(C)c1C(=O)OCC
(13) C=CCNc1nc(O)c(/C=C2\C=Nc3ncccc32)s1
(14) COc1cccc(C2CC(=O)Nc3c2cnn3Cc2ccco2)c1 (configuration not stated)
(15) CCOC(=O)C1O[N+]([O-])=C(c2ccc(OC)cc2)C1c1cc(OC)c(OC)c(OC)c1 (configuration not stated)
(16) CNC(=S)NC(C)(C)C

Compound	9	10	11	12	13	14	15	16
U251	94	94	·	94	0.8*	101	97	97
OVCAR-3	112	112	101	116	-7.0*	115	114	124
SF-295	95	98	·	111	13	·	102	104
SNB-19	103	101	97	101	11	101	101	·
SF-539	104	97	107	100	-66*	·	97	100
OVCAR-8	98	99	97	99	11	107	102	100
SF-268	98	105	103	101	-3.3*	116	102	·
DU-145	109	110	109	111	13	111	104	108
PC-3	84	92	98	76	13	100	96	90

(17) Cc1nc(N)nc2c1CCC(O)S2 (configuration not stated)
(18) Cc1cn(C(C=O)OC(C=O)CO)c(=O)[nH]c1=O (configuration not stated)
(19) Cc1ccc(-c2ccc(F)cc2)n1Cc1ccc(Cl)cc1
(20) CCN1CCN(C(=S)SCC(=O)Nc2nc3ccc(OC)cc3s2)CC1
(21) COc1ccc(-n2nnc(N)c2-c2cc(OC)c(OC)c(OC)c2)cc1
(22) CN(C)/C=N/C1=NNC(C)(c2ccccc2O)N1C(Cc1c[nH]c2ccccc12)C(=O)O (configuration not stated)
(23) CN(C)C=Nc1nc(=O)n([C@@H]2O[C@H](CO)[C@@H](O)C2(F)F)cc1F
(24) COc1cc2c(cc1OC)C1=NN(C(=O)Nc3c(C)cccc3C)C(c3ccccc3Cl)C1C2 (configuration not stated)

Compound	17	18	19	20	21	22	23	24
U251	41	·	89	102	93	87	69	88
OVCAR-3	·	109	99	101	99	92	69	114
SF-295	89	102	·	121	84	106	56	94
SNB-19	67	101	91	93	95	102	47	95
SF-539	87	104	90	109	92	100	80	91
OVCAR-8	74	·	90	103	92	76	25	107
SF-268	·	113	94	92	103	99	69	109
DU-145	·	108	101	106	112	103	39	110
PC-3	31	102	84	83	88	72	47	104

4 entries from above in another layout:
18: Cc1cn(C(C=O)OC(C=O)CO)c(=O)[nH]c1=O (configuration not stated)
  U251 = ·
  OVCAR-3 = 109
  SF-295 = 102
  SNB-19 = 101
  SF-539 = 104
  OVCAR-8 = ·
  SF-268 = 113
  DU-145 = 108
  PC-3 = 102

19: Cc1ccc(-c2ccc(F)cc2)n1Cc1ccc(Cl)cc1
  U251 = 89
  OVCAR-3 = 99
  SF-295 = ·
  SNB-19 = 91
  SF-539 = 90
  OVCAR-8 = 90
  SF-268 = 94
  DU-145 = 101
  PC-3 = 84

20: CCN1CCN(C(=S)SCC(=O)Nc2nc3ccc(OC)cc3s2)CC1
  U251 = 102
  OVCAR-3 = 101
  SF-295 = 121
  SNB-19 = 93
  SF-539 = 109
  OVCAR-8 = 103
  SF-268 = 92
  DU-145 = 106
  PC-3 = 83

21: COc1ccc(-n2nnc(N)c2-c2cc(OC)c(OC)c(OC)c2)cc1
  U251 = 93
  OVCAR-3 = 99
  SF-295 = 84
  SNB-19 = 95
  SF-539 = 92
  OVCAR-8 = 92
  SF-268 = 103
  DU-145 = 112
  PC-3 = 88

Structures from the list above with two or more sulfur atoms (2):
(11) COc1ccc(-n2c(-c3csc(NC(C)=O)n3)n[nH]c2=S)c(OC)c1
(20) CCN1CCN(C(=S)SCC(=O)Nc2nc3ccc(OC)cc3s2)CC1

Compound	11	20
U251	·	102
OVCAR-3	101	101
SF-295	·	121
SNB-19	97	93
SF-539	107	109
OVCAR-8	97	103
SF-268	103	92
DU-145	109	106
PC-3	98	83

Later entries:
(25) CCC1CN2C(=N1)c1ccccc1-c1cc(Cl)ccc12 (configuration not stated)
(26) COc1ccc(C2CC(c3ccccc3)=Nc3ccccc3S2)cc1 (configuration not stated)
(27) CC1NC(=S)NC(=O)/C1=C\c1cc(=O)oc2c1ccc1ccccc12 (configuration not stated)
(28) CCCCCCCCCCCC(=O)OCC1OC(n2cnc3c(=S)nc[nH]c32)C(OC(=O)CCCCCCCCCCC)C1OC(=O)CCCCCCCCCCC (configuration not stated)
(29) COc1ccc(OC)c(-c2[nH]c3ncc(-c4ccc(Cl)cc4)n3c(=O)c2C#N)c1
(30) COc1ccc(Oc2nc(Cl)nc(NC3CCCCCC3)n2)cc1
(31) COc1ccc(-c2c(C#N)c(N)n(Cc3nc4ccccc4[nH]3)c(=O)c2C#N)c(OC)c1
(32) N#Cc1cnc(Nc2nc3ccccc3s2)nc1N

Compound	25	26	27	28	29	30	31	32
U251	15	·	96	97	94	·	95	104
OVCAR-3	20	93	102	25	109	101	·	107
SF-295	12	·	98	51	101	92	104	96
SNB-19	26	94	100	·	90	104	85	98
SF-539	17	111	98	63	93	92	100	105
OVCAR-8	-5.2*	115	87	78	100	104	98	101
SF-268	25	105	98	99	97	96	96	103
DU-145	17	100	103	53	109	102	106	109
PC-3	22	83	77	87	95	92	94	103

(33) N#Cc1ccc(-c2nn(-c3ccc(C(=O)O)cc3)cc2CNc2ccc(Oc3ccccc3)cc2)cc1
(34) Nc1onc(-c2ccc(F)cc2)c1[N+](=O)[O-]
(35) Clc1ccc(C2=NN3C(C2)c2ccccc2OC3c2cccnc2)cc1 (configuration not stated)
(36) CC(=O)C1CCC2C3CC=C4CC(O)CCC4(CO)C3CCC12C (configuration not stated)
(37) O=C1/C(=C/c2ccc(Cl)cc2)SC(=Nc2ccccc2)N1Cc1nc2ccccc2[nH]1
(38) O=C(O)c1ccc2c(c1)C(=O)N(Cc1ccccc1)C2=O
(39) Cc1ccc(-n2cc3c(-c4cc5c(ccc6ccccc65)oc4=O)nnc(C)c3n2)cc1
(40) Clc1ccccc1C=Nc1ccc2c(c1)Cc1ccccc1-2

Compound	33	34	35	36	37	38	39	40
U251	34	103	82	90	49	93	79	103
OVCAR-3	45	·	89	105	99	103	69	102
SF-295	49	111	95	85	177	95	85	91
SNB-19	29	99	92	100	101	95	90	102
SF-539	39	100	89	103	87	103	94	98
OVCAR-8	39	101	84	99	69	·	89	104
SF-268	50	101	73	104	87	98	72	96
DU-145	65	99	95	110	100	102	94	102
PC-3	29	86	66	89	63	96	77	91

Continued, overlapping the part above by two compounds.
(39) Cc1ccc(-n2cc3c(-c4cc5c(ccc6ccccc65)oc4=O)nnc(C)c3n2)cc1
(40) Clc1ccccc1C=Nc1ccc2c(c1)Cc1ccccc1-2
(41) Cc1ccc(C)c(-n2nnc3ccccc3c2=O)c1
(42) N=c1nc(N)nc(N)n1-c1ccccc1
(43) O=S(=O)(Nc1cc(Sc2cccc3cccnc23)c(O)c2ccccc12)c1ccccc1
(44) COc1ccc(Cn2cc3c(c2-c2cc(OC)c(OC)c(OC)c2)CCc2cnoc2-3)cc1OC
(45) NNC(=O)CCCO
(46) C=C(C)[C@@H]1CC[C@]2(C(=O)N3CCN(C)CC3)CC[C@]3(C)[C@H](CC[C@@H]4[C@@]5(C)C/C(=C/c6ccccn6)C(=O)C(C)(C)[C@@H]5CC[C@]43C)[C@@H]12
(47) Fc1cc2c(cc1Cl)N(c1ncnc3ccc(-c4cnc5[nH]ncc5c4)cc13)CC2
(48) COc1ccc(-c2nc(SCCC(C)C)nc(Nc3ccccc3)c2C#N)cc1

Compound	39	40	41	42	43	44	45	46	47	48
U251	79	103	97	93	6.8*	94	102	68	77	70
OVCAR-3	69	102	115	110	-81*	84	123	80	60	95
SF-295	85	91	84	95	22	83	·	83	73	99
SNB-19	90	102	102	·	43	82	122	89	69	93
SF-539	94	98	106	97	-10.0*	93	102	75	68	93
OVCAR-8	89	104	105	98	9.6*	93	102	81	61	87
SF-268	72	96	120	105	8.3*	92	120	81	57	99
DU-145	94	102	108	115	15	90	118	87	56	107
PC-3	77	91	75	101	21	77	99	41	54	73

(49) CC(O)C(NC(=O)C(Cl)Cl)C(=O)O (configuration not stated)
(50) Cc1ccc2c(c1)C(C)Cc1c(ncnc1-n1cnc3ccccc31)N2C (configuration not stated)
(51) CCCCC1COc2cccc3c2N1C=C/C3=C\C(=O)N(C)c1ccc(OC)cc1 (configuration not stated)
(52) CCCCC(CC)(CO)CCC (configuration not stated)
(53) COc1cc2c3c(c4cc(OC)c(OC)cc4c2cc1OC)CN(Cc1ccccc1)CC3
(54) COc1cccc(OC)c1-c1nnn(C)c1C(=S)N1CCN(c2ccc([N+](=O)[O-])cc2Cl)CC1
(55) Cn1c(=O)c2c(nc(/N=C/c3ccccc3)n2C)n(C)c1=O
(56) COc1ccc(/C=C/c2nc3ccccc3n3c(-c4ccc(Cl)cc4)nnc23)cc1

Compound	49	50	51	52	53	54	55	56
U251	117	18	96	95	62	98	94	88
OVCAR-3	118	-35*	105	114	109	112	107	99
SF-295	98	-11*	100	88	59	90	108	123
SNB-19	110	34	104	100	72	93	95	95
SF-539	·	-33*	109	99	80	96	97	91
OVCAR-8	114	21	95	94	51	95	97	93
SF-268	105	34	102	110	75	99	111	79
DU-145	117	8.4*	107	117	91	100	111	98
PC-3	90	22	96	90	71	54	95	77

(57) COc1ccc([C@H]2[C@H](O)C(=O)N2c2cc(OC)c(OC)c(OC)c2)cc1O
(58) COc1ccc2c(c1)O/C(=C\c1ccc([N+](=O)[O-])o1)C2=O
(59) O=C1C[C@@H]2/C(=C(O)\C=C\c3ccccc3)C(=O)C=C[C@@H]2O1
(60) CC(C(OC(=O)C(c1ccccc1)c1ccccc1)c1ccccc1)N(C)C (configuration not stated)
(61) COc1ccc(/C=C2\Oc3cc(C)c(Cl)c(C)c3C2=O)cc1OC
(62) COc1ccc(C(=O)c2cc(C)c(OC)c(C)c2)c(OC)c1NC(C)=O
(63) Cc1ccc(NC2=C3CCCCC3OC2=O)cc1 (configuration not stated)
(64) COc1ccc(Nc2ncnc3c2c(SC)nn3-c2ccccc2)cc1

Compound	57	58	59	60	61	62	63	64
U251	1.1*	9.1*	2.0*	90	96	21	48	84
OVCAR-3	·	-8.4*	-46*	112	115	5.9*	36	99
SF-295	2.8*	9.8*	71	105	101	13	26	89
SNB-19	29	60	59	91	102	23	92	92
SF-539	-16*	-43*	-43*	104	95	-14*	97	99
OVCAR-8	-11*	-8.2*	8.5*	92	99	17	58	98
SF-268	50	-5.9*	12	102	106	38	88	95
DU-145	17	-11*	-17*	108	114	4.2*	101	101
PC-3	8.6*	-2.5*	38	76	108	21	32	70

(65) CC(Cc1ccccc1)N(C)C(=O)CN1C(=O)c2ccccc2C1=O (configuration not stated)
(66) CCOc1ccc2nc(C)cc(Nc3ccc(S(=O)(=O)Nc4ncccn4)cc3)c2c1
(67) CN1CCN(C(=O)OCc2nc3c(N4CCOCC4)nc(Cl)nc3n2C)CC1
(68) CCCCNC(=O)c1ccccc1C
(69) COc1ccc(N/N=C2\CCCc3ccccc3C2=O)cc1

Compound	65	66	67	68	69
U251	108	96	-14*	99	98
OVCAR-3	114	111	-80*	105	98
SF-295	·	93	73	95	91
SNB-19	98	97	58	98	104
SF-539	125	95	-99*	107	100
OVCAR-8	107	100	-80*	107	96
SF-268	103	105	1.1*	101	103
DU-145	133	115	1.7*	104	104
PC-3	92	105	-17*	88	69
